LmPK inh: qHTS Assay for Inhibitors of Leishmania Mexicana Pyruvate Kinase (LmPK). 290,000 compounds, 0.37% hits. purified LmPK, Kinase-Glo ATP luminescence, 1 h. Q27686. Potency, µM (highest dose often 57.5 µM), for inactives: at the top dose activity change, negative = inhibition, most hits filed as inhibitors
Target sequence (Q27686 whole entry, looked up): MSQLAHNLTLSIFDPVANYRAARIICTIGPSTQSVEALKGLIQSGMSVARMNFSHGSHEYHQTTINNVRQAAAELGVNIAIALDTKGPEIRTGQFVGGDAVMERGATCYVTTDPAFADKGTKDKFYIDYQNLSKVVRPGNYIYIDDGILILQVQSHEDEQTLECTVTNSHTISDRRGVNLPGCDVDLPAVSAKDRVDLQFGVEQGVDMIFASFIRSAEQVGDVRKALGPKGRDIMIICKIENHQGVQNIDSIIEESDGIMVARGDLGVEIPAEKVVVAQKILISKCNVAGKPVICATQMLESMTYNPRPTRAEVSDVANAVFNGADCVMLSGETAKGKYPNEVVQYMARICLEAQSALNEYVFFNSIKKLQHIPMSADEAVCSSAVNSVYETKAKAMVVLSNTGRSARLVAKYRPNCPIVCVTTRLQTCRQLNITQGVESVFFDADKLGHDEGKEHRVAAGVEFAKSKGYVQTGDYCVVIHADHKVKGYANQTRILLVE
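Purified LmPK (0.1 nM) with 0.5 mM PEP and 0.1 mM ADP in imidazole buffer pH 7.2 with MgCl2/KCl, 1 h at room temperature. ATP formed was read by luciferase luminescence and normalized to no-enzyme and uninhibited controls.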
Sm TGR inh: qHTS Assay for the Inhibitors of Schistosoma Mansoni Peroxiredoxins | purified TGR, DTNB reduction, TNB absorbance 405 nm | Potency, µM (top dose mostly 114 µM), for the others: at the top dose activity change, negative = inhibition, actives largely listed as inhibitors | AID 485364, 2010 | 360,000 compounds, 3% hits; further: nearly all actives have a fitted effect of over 60% in size
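First, TGR (20 nM dispensed) and NADPH were mixed with compound. Second, a 15 min room-temperature incubation followed. Third, further NADPH and then DTNB were added to start the reaction. Finally, TNB absorbance was monitored kinetically.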
Pf growth 48h: Primary qHTS for delayed death inhibitors of the malarial parasite plastid, 48 hour incubation; P. falciparum luciferase growth in erythrocytes, 48 h; Potency, µM (doses to about 28.7 µM), without a hit: top-dose activity change, negative = inhibition, hits mostly inhibitors; 310,000 compounds, 5.9% hits; AID 504832, 2011
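Firefly luciferase activity from engineered P. falciparum reports growth; inhibitors lower the luminescent signal. Cultures contained 2% hematocrit erythrocytes at 0.1% final parasitemia.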
HCV inh: qHTS Assay for Inhibitors of Hepatitis C Virus (HCV); Huh7.5.1 HCVcc-Cre infection, luciferase reporter, 44 h; Potency, µM (top dose mostly 41.8 µM), for the others: at the top dose activity change, negative = inhibition, most hits filed as inhibitors; 340,000 compounds, 3.4% hits
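Infectious HCV cell culture screen: compound-treated cells (1,000/well, pre-plated 4 h) are infected with HCVcc-Cre at roughly 0.5 moi and grown 44 h. Infection is quantified by luciferase signal after 15 min substrate incubation at room temperature.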
Pf growth 96h: Primary qHTS for delayed death inhibitors of the malarial parasite plastid, 96 hour incubation; AID 504834, 2011; P. falciparum luciferase reporter growth, 96 h; 320,000 compounds, 6.9% hits; Potency, µM (top dose mostly 28.7 µM), inactives show at the top dose activity change, negative = inhibition, actives largely listed as inhibitors
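Readout is luminescence from an integrated firefly luciferase in P. falciparum. Red cells, 2% hematocrit and 0.05% parasitemia final, were cultured with compound through two parasite generations (96 hours) at 37 C, 5% CO2.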
TbPYK inhibitor: qHTS of Trypanosoma Brucei Inhibitors. pyruvate kinase (Trypanosoma brucei), Q57TT1. TbPYK enzyme, Kinase-Glo Plus ATP luminescence, 45 min. Potency, µM (titrated, usually from 76.8 µM), for inactives: at the highest dose activity, negative = inhibition, actives largely listed as inhibitors. 410,000 compounds, 0.12% hits. AID 624173, 2012; further: nearly all actives have a fitted effect of over 50% in size
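Glycolytic pyruvate kinase of T. brucei was incubated with substrate, test compound and 130 uM ADP for 45 minutes at room temperature. Luminescent Kinase-Glo Plus signal was measured after 10 minutes.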
Starred values were filed as active, the others as inactive; ? = inconclusive; . = no result given; & = joins results of further samples; [ ] = another dose, or the depositor's remark. The call rests on the fitted dose curve; in most records, active means well fitted curve in the direction sought with a large enough effect; inconclusive means small, poorly fitted or top-dose-only effect, or another doubt; inactive means no such curve, though single readings can be large; an effect the other way counts as inactive or inconclusive. On the % scale 0 is the no-effect control and ±100 the full control effect; potency means the concentration at half of the fitted maximal effect.

SMILES	LmPK inh	Sm TGR inh	Pf growth 48h	HCV inh	Pf growth 96h	TbPYK inhibitor
CC1(C)CC(=O)C=C(Nc2cccc(F)c2)C1	4%	3%	14%[0.00184 µM]	-6%	18%	2%
O=C(COc1ccccc1F)N1CCN(S(=O)(=O)/C=C/c2ccccc2)CC1	4%	-4%	-15%	23%	-30%	-3%
O=C(NCc1ccc(Cl)cc1)c1cccnc1	-2%	0%	-2%	-11%	-16%	-24%
Cc1cc(C)cc(OCC(=O)Nc2nc(-c3ccccn3)cs2)c1	.	-6%	?	?	?	2%
O=C(CCC(=O)N(c1cccc(F)c1)C(C(=O)NC1CCCC1)c1ccncc1)Nc1cccnc1 (centres undefined)	-1%	-7%	?	13%&-17%	13%	3%
Cc1ccc(NCC(=O)Nc2cccc(S(=O)(=O)N(C)C)c2)cc1S(=O)(=O)N1CCCCCC1	.	3%	?	10µM*	?	3%
CCOC(=O)N1CCN(c2c(N3CCC(N4CCCCC4)CC3)c(=O)c2=O)CC1	6%	-3%	.	-1%	-28%	0%
COc1ccc(C)cc1NC(=O)COC(=O)c1ccc2c(c1)OCO2	.	5%	-12%	?	5%	3%
O=C(O)c1cc([N+](=O)[O-])ccc1N1CCC(Cc2ccccc2)CC1	-1%	4%	-26%	11%	?	4%
CCc1nnc(NC(=O)CCC(=O)N2CCN(Cc3cc(F)ccc3OC)CC2)s1	-7%	0%	22%	-4%	?	-11%
Cc1onc(-c2ccccc2)c1C(=O)N1CCN(Cc2ccc3c(c2)OCO3)CC1	-2%	-15%[57.1 µM]	-4%	-9%	8%	3%
Cc1ccccc1-n1nc2c(c1NC(=O)COc1ccc(Cl)cc1)CS(=O)C2 (centres undefined)	1%	-23%	.	-7%	-22%	-9%
O=C(NCCC(=O)N1CCC2(CC1)NCCc1[nH]cnc12)c1ccc(F)c(F)c1	1%	0%	6%	?	29%	2%
CCc1ccc(NC(=O)CSc2nc3ccccc3nc2N2CCCC2)cc1	1%	-3%	-10%	-9%	2.6µM*	-3%
CC(C)c1cc(C(F)(F)F)n2nc(C(=O)O)cc2n1	5%	-9%	.	7%	10%	-3%

Overlap with the part before: 2 entries, then new ones.
SMILES	LmPK inh	Sm TGR inh	Pf growth 48h	HCV inh	Pf growth 96h	TbPYK inhibitor
CCc1ccc(NC(=O)CSc2nc3ccccc3nc2N2CCCC2)cc1	1%	-3%	-10%	-9%	2.6µM*	-3%
CC(C)c1cc(C(F)(F)F)n2nc(C(=O)O)cc2n1	5%	-9%	.	7%	10%	-3%
CCN(CC)CCCNC(=O)c1cc(Cl)c(NC(=O)C2=C(C)OCCS2)cc1OC	8%	-27%	?	11µM*	?	-2%
NC(=O)C1CCN(C(=O)NC(=O)c2ccccc2)CC1	0%	-7%	-8%	8%	-4%	1%
Cc1cc(=O)n2[nH]c(-c3ccccc3Cl)cc2n1	0%	?	-6%	?	7.4µM*	1%
CC(C)Sc1nc(N2CCOCC2)c2c(c1C#N)CC(C)(C)N(C)C2	-1%	0%	.	-14%	?	?
Cc1cccc2cc(COC(=O)c3cccnc3)c(=O)[nH]c12	-3%	8%	-16%	6%	?	-12%
Cn1c(N)c(C(=O)Nc2ccccc2F)sc1=S	-1%	3%	50%[activator]	5%	2%	-8%
COc1ccc(/C=C/C(=O)c2ccccc2)cc1Cn1nnc2ccccc21	-2%	-8%	?	3.5µM*	?	4%
COc1ccc(Nc2nc(N)c([N+](=O)[O-])c(N3CCOCC3)n2)cc1	7%	1%	?	5%	?	-10%
COC(=O)C1=C(c2ccc(F)cc2F)C[C@@H]2CC[C@H]1N2C	.	-7%	40%[activator]	9%	16%	-2%
COC(=O)c1ccc(NC(=O)CN(C2CCCCC2)S(C)(=O)=O)cc1	-7%	5%	-9%	-5%	43%[activator]	6%
COc1ccc(Cl)cc1C(=O)Nc1ccc2c(c1)OCCO2	-2%	1%	201%[activator]	?	?	-2%
NC(=O)NC(=O)CC1S/C(=N/N=C2/NC(=O)CS2)NC1=O (centres undefined)	-5%	0%	-3%	-14%	10%	-2%
Cc1ccc(Nc2nc3ccccc3nc2Nc2c(C)n(C)n(-c3ccccc3)c2=O)cc1	-1%	-12%	-18%	1%	47%[activator]	-3%
CC(=O)c1cccc(NC(=O)COC(=O)c2n[nH]c3ccccc23)c1	0%	6%	11%	-1%	32%[activator]	1%
COCCn1cnnc1SCC(=O)Nc1ccccc1C(=O)Nc1ccc2c(c1)OCO2	7%	5%	14%	10%&18%	3%	-18%
CCOc1ccc(Nc2nc(Cc3nnc(SCC(=O)NC4CCCCC4)n3C)cs2)cc1	-3%	-5%	.	?	?	2%
CC1CCC2(CC1)N=C(N)Nc1nc3ccccc3n12 (centres undefined)	-4%	5%	?	6%	?	0%
COc1ccc(NC(=O)COC(=O)/C=C/c2cccs2)c(OC)c1	.	-3%	-19%	0%	?	0%
O=C1CCCN1CCCNc1ncnc2c1[nH]c1ccc(Cl)cc12	-2%	-12%	?	?	?	-6%
NC(=O)C1CC(=O)N(c2ccc(OCc3c(F)cccc3Cl)cc2)C1 (centres undefined)	-3%	22%	-2%	14%	7%	4%
c1cc2c(cc1CN1CCN(C3CCCCCC3)CC1)OCO2	-3%	-1%	-14%	8%	7%	21%
COc1ccccc1OCc1ccc(C(=O)NCC2CCCO2)cc1 (centres undefined)	.	1%	21%	17%	42%[activator]	-12%
CCOC(=O)c1c(NC(=O)CSc2nnc(-c3ccc(C)cc3)o2)sc(C(C)=O)c1C	3%	-6%	.	?	37%[activator]	2%
Cc1cc(C)c(C)c(C(=O)COC(=O)CNC(=O)CN2C(=O)c3ccccc3C2=O)c1C	6%	-13%	2%	-2%	?	-12%
Nc1nnc(CCCCCc2nnc(N)s2)s1	-3%	0%	?	18%	1%	-4%
FC(F)(F)c1nnc2c(Sc3ccccc3)nc3ccc(Cl)cc3n12	-3%	0%	?	11µM*	?	9%
Cc1ccc(C(=O)Nc2ccccc2C(=O)NC(CC(=O)O)C(=O)O)cc1 (centres undefined)	-1%	-29%	65%[activator]	16%	?	-9%
CCn1cc(C(=O)Nc2ccc(OC)c(S(=O)(=O)N3CCCCC3)c2)c(=O)c2ccc(C)nc21	2%	2%	3%	-16%	37%[activator]	-5%
Cc1ccc(S(=O)(=O)c2c(C)cc(-c3ccccc3)[nH]c2=O)cc1	-1%	5%	13%	-19%	49%[activator]	1%
O=S(=O)(c1cccc(-c2csc(-c3cccnc3)n2)c1)N1CCCCC1	10%	-6%	9.3µM*	?	55%[activator]	1%

Record cards, from the list above:
Cc1cc(C)c(C)c(C(=O)COC(=O)CNC(=O)CN2C(=O)c3ccccc3C2=O)c1C is listed as LmPK inh = 6%; Sm TGR inh = -13%; Pf growth 48h = 2%; HCV inh = -2%; Pf growth 96h = ?; TbPYK inhibitor = -12%
Cc1ccc(C(=O)Nc2ccccc2C(=O)NC(CC(=O)O)C(=O)O)cc1 (centres undefined) is listed as LmPK inh = -1%; Sm TGR inh = -29%; Pf growth 48h = 65%[activator]; HCV inh = 16%; Pf growth 96h = ?; TbPYK inhibitor = -9%

Returning to the listing; the 4 compounds before the break are reprinted first.
SMILES	LmPK inh	Sm TGR inh	Pf growth 48h	HCV inh	Pf growth 96h	TbPYK inhibitor
Cc1ccc(C(=O)Nc2ccccc2C(=O)NC(CC(=O)O)C(=O)O)cc1 (centres undefined)	-1%	-29%	65%[activator]	16%	?	-9%
CCn1cc(C(=O)Nc2ccc(OC)c(S(=O)(=O)N3CCCCC3)c2)c(=O)c2ccc(C)nc21	2%	2%	3%	-16%	37%[activator]	-5%
Cc1ccc(S(=O)(=O)c2c(C)cc(-c3ccccc3)[nH]c2=O)cc1	-1%	5%	13%	-19%	49%[activator]	1%
O=S(=O)(c1cccc(-c2csc(-c3cccnc3)n2)c1)N1CCCCC1	10%	-6%	9.3µM*	?	55%[activator]	1%
C/C(CC(=O)Nc1cccc(C(F)(F)F)c1)=N/NC(=O)C(=O)NCCO	-2%	-27%	11%	15%	7%	4%
CC(C)Cn1c(=O)[nH]c2ccccc21	5%	6%	-3%	-20%	.	-10%
Cc1nnsc1C(=O)Nc1cc(Cl)ccc1Cl	1%	-8%	-14%	?	-29%	-9%
S=c1[nH]nc(-c2ccccc2Cl)n1Cc1ccccc1	-5%	4%	-1%	5%	-19%	6.3µM*
O=C1COc2ccc(C(=O)COC(=O)c3ccc4ccccc4n3)cc2N1	-1%	0%	1%	10%	-14%	-4%
COc1ccc(CNCC(=O)Nc2sccc2C#N)cc1	-4%	.	13%	-1%	11%	4%
COc1ccc(-c2nn(-c3ccccc3)cc2C(=O)O)cc1N	-1%	-13%	?	15%	?	-5%
CCC(C)c1c(O)nc(SCC(=O)c2ccccc2)[nH]c1=O (centres undefined)	-1%	1%	20%	.	?	4%
Cc1c2c(nc3c(C)cccc13)OC(C)C2 (centres undefined)	2%	48%[activator]	-18%	-3%	38%[activator]	1%
CN(C)S(=O)(=O)c1ccc(N=Cc2c(C(F)(F)F)[nH]n(C)c2=O)cc1	14%	0%	1%	1%	48%[activator]	-6%
Cn1nc(-c2ccc(Cl)cc2)c2cc(C(=O)NC3CC3)sc21	8%	10%	.	?	14%	-1%
O=C(CSc1ccc(-c2ccco2)nn1)Nc1ccc(F)cc1	-3%	?	8%	?	1%	-17%
CCN1C(=O)[C@H]2[C@@H](c3ccc(C)cc3)N3C(=O)N(c4ccc(OC)cc4)C(=O)[C@@]3(CC)[C@H]2C1=O	.	3%	-10%	12%	63%[activator]	-7%
Cc1c(C(=O)OCC(=O)NC(C)c2ccccc2)oc2ccccc12 (centres undefined)	-3%	-4%	11%	-13%	33%[activator]	3%
O=C(Nc1ccccc1-c1nc2ccccc2[nH]1)c1ccc(N2C(=O)CCC2=O)cc1	5%	13%	?	10µM*	?	4%
CCCCC[C@H]1CN(CCc2ccccc2)C(=O)[C@@H]1CC(=O)NCc1ccc(OC)cc1	-7%	-11%	-8%	?	39%[activator]	-2%
COc1ccccc1NS(=O)(=O)c1cccc(C(=O)NNC(=O)c2ccc(=O)[nH]c2)c1	.	-6%	6%	-4%	26%	2%
c1ccc2[nH]c(SCc3cn4cccnc4n3)nc2c1	-9%	2%	70%[activator]	7%	10%	-11%
COCCCN(CC(=O)Nc1ccc(N2CCOCC2)cc1)S(=O)(=O)c1ccccc1	0%	0%	1%	-15%	?	0%
COc1cc(C2Nc3ccccc3NC3=C2C(=O)CC(c2ccc(OC)c(OC)c2)C3)ccc1O (centres undefined)	-3%	-3%	-8%	-1%	?	-2%
Cc1cc(C)cc(OCCn2ccnc2)c1	1%	-28%	-11%	6.3µM*	0%	2%
CC(=O)N/C(=N/c1nc(C)cc(C)n1)Nc1cccc(C)c1C	-1%	-16%	.	12%	-12%	6%
COc1cccc(CN(C)C(=S)Nc2ccc(C)c(C)c2)c1	0%	5%	8%	-16%	-4%	-8%
Cc1cn([C@H](C(=O)NCCCCCCCCCCC(=O)N2CCNCC2)[C@@H](C)O)nn1	.	-27%	-12%	2%	75%[activator]	-14%
COC(=O)CCC(=O)OC1(C)C(=O)C2=CN(Cc3ccccc3)C(c3ccc(OC)cc3)=CC2=C(Br)C1=O (centres undefined)	1%[11.5 µM]	.	.	-30%	.	-1%
COc1ccc(NC(=O)CCCn2c(=O)c3sccc3n(Cc3ccc(C)cc3)c2=O)cc1	0%	1%	-11%	-5%	3%	-5%
Cc1cc(N(C)C)ccc1[N+](=O)[O-]	1%	-17%	-1%	2%	15%	2%

Screening data from PubChem BioAssay.
